# From PubChem BioAssay
# FN deposition inh – inhibitors of fibronectin matrix deposition, primary screen, AH1F cells, Alexa488-fibronectin fluorescence, plate reader | inhibition, % at 12.6 µM | actives 0.086% (n = 350,000) | AH1F fibroblasts, overnight;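 active = mean inhibition across replicates of 30% or more, regardless of how many single replicates reach that level; inconclusive = mean under 30% yet at least half of replicates reach 30%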;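 note: positive control wells lacked labelled fibronectin entirely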
#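 Measured by – fluorescence 485/525 nm · System – AH1F fibroblast monolayer, labelled fibronectin deposition · Amount – 10000 cells per well · Buffer or medium – serum-reduced DMEM (2% serum) · Doses – single dose, pinned · Also added – fluorescent fibronectin at 24 nM final · Schedule – 1 h cell attachment, overnight exposure to compound and label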
# S100A4 MyoIIA – inhibitors of S100A4-myosin IIA peptide binding, primary screen, biochemical, fluorescence polarization, TAMRA-MyoIIA peptide; Protein S100-A4 (Homo sapiens), P26447; inhibition, % at 10.7 µM; actives 0.14% (n = 360,000); AID 652163, 2013;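 active = mean inhibition of at least 70% across replicates, with every replicate also reaching that level; inconclusive = mean inhibition reaches 70% but some replicates fall short; inactive = mean inhibition below 70%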
# Target sequence (P26447 whole entry, looked up): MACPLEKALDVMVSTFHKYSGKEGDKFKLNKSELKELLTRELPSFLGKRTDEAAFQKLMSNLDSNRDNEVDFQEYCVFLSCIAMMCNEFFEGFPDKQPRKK
#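 Material: S100A4 monomer (human). Medium: Calcium-containing HEPES buffer, pH 7.2. Probe or stimulus: labelled myosin peptide probe, 5 nM. Compound dosing: one concentration per compound. Timing: polarization read 5 min after assay mix addition, stable 5–60 min. Benchmarks: DMSO as neutral control, TFP as positive control.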
# PglD DTNB – C. jejuni PglD acetyltransferase inhibitors, primary screen, biochemical, DTNB colorimetric, single point; actives 0.098% (n = 360,000); UDP-N-acetylbacillosamine N-acetyltransferase PglD (Campylobacter jejuni); AID 602405, 2012; inhibition, % at 12.5 µM; purified PglD enzyme, DTNB colorimetric CoA detection; in the data active = inhibition above about 16%, passing the limit was not always enough; inconclusive = no clear call, values can overlap the other calls; note: strong numbers were not always called active
# LGR2 antag – inhibitors of bursicon-induced LGR2 CRE-luciferase signal, primary screen, cell-based, HEK293, CRE-luciferase reporter, bursicon stimulation; bursicon-stimulated, 4 h; actives 0.35% (n = 380,000); AID 720647, 2013; Drosophila bursicon receptor LGR2 (rickets); inhibition, % at 9.99 µM;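 active = drop in luminescence signal, shown as inhibition above about 50% in the replicate tests, limit read from the data, passing the limit was not always enough; inconclusive = probably only some replicates passing the limit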;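 note: agonist challenge used bursicon conditioned medium at about half maximal strength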
# EWS-Fli inh – EWS/Fli-driven NR0B1 reporter inhibitors, primary screen, A673 cells, NR0B1 luciferase, luminescence, MLPCN library | viability-normalised | inhibition, % at 12.6 µM | actives 0.67% (n = 350,000);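 active = mean inhibition of at least 50% after viability correction, with every replicate also passing that limit; inconclusive = mean reaches 50% but only one of two replicates passes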;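 note: firefly luciferase signal divided by Alamar Blue viability fluorescence both relative to DMSO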
# PAX8 reporter – inhibitors of PAX8-driven TPO luciferase reporter, primary screen, RMG-I cells, single concentration | SteadyGlo, 24 h | inhibition, % at 12.6 µM | actives 1.2% (n = 360,000) | AID 652154, 2013;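 active = mean replicate inhibition at least 60% with every replicate also reaching 60%; inconclusive = only one of the two criteria is met; inactive = mean below 60% and not all replicates reaching 60%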;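 note: luciferase light reporting Pax8 driven TPO promoter activity; plate controls were median of neutral control wells for no effect and mitoxantrone controls for full effect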
# PGC1a acetyl inh – inhibitors of PGC1a acetylation signal, primary screen, cell-based, U2OS, AlphaScreen, inhibitor mode; AlphaScreen anti-acetyl-lysine; with virally co-expressed GCN5 acetyltransferase; inhibition, % at 15.6 µM; actives 0.17% (n = 350,000);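 active = every replicate shows inhibition of at least 40%; inconclusive = mean inhibition at least 40% but some replicate below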;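 note: 0% = neutral control wells and 100% = positive control wells; some results beyond the cut were filed as inactive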
# ERAP1 inh – human ERAP1 aminopeptidase inhibitors, primary screen, biochemical, single point, plate reader; recombinant ERAP1, Leu-AMC fluorescence, 60 min; inhibition, % at 10.7 µM; AID 652197, 2013; actives 0.15% (n = 340,000); Endoplasmic reticulum aminopeptidase 1 (Homo sapiens), Q9NZ08;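 active = mean replicate inhibition of at least 30%, or all replicates individually reaching that 30% level; inactive = mean below 30% and not every replicate reaching it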;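 note: 0% = neutral control wells and 100% = L-leucinethiol positive control wells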
# Target sequence (Q9NZ08 whole entry, looked up): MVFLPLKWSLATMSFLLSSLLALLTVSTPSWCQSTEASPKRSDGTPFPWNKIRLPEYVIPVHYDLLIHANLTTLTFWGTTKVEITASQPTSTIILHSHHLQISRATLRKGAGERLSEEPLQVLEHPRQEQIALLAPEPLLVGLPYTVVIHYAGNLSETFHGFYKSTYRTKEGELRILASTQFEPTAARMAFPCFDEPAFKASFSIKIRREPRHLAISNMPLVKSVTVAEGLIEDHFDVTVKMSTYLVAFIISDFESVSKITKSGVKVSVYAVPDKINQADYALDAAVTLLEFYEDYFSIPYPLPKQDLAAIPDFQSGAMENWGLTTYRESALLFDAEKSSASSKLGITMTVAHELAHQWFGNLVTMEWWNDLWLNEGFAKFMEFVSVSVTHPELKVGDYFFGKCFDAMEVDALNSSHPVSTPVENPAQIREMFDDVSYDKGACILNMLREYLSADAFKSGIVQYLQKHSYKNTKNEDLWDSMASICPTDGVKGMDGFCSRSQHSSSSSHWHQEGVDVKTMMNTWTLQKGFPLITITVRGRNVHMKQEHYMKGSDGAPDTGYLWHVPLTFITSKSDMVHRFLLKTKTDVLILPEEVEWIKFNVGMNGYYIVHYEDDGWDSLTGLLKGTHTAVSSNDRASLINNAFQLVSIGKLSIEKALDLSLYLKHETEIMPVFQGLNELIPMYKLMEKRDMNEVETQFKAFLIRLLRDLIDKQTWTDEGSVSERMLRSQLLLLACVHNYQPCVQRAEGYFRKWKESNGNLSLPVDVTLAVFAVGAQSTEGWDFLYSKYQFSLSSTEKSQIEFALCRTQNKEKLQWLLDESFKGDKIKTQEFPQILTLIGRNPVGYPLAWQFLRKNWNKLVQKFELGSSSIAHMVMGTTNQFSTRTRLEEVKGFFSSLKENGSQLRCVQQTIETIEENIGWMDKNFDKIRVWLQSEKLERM
# Active calls of the source: *; u = inconclusive; x = no result given.
Molecule,FN deposition inh,S100A4 MyoIIA,PglD DTNB,LGR2 antag,EWS-Fli inh,PAX8 reporter,PGC1a acetyl inh,ERAP1 inh
Cc1ccc(S(=O)(=O)NCC(=O)OC(C(=O)c2ccccc2)c2ccccc2)cc1 (stereo unspecified),1.2,x,4.2,x,x,5.1,0.7,x
O=C(NCCOC(=O)c1ccc(F)cc1)c1ccc(F)cc1,-0.4,0.9,-0.8,-12.3,-6.1,1.6,x,-0.2
CN1C(=O)c2cc(NC(=O)c3ccc(F)cc3)ccc2OC[C@@H]2O[C@@H](CC(=O)O)CC[C@@H]21,7.3,-9.0,3.6,-2.7,3.5,1.5,-7.2,1.9
C[C@H]1CN([C@@H](C)CO)C(=O)Cc2cc(NC(=O)Nc3cccc4ccccc34)ccc2O[C@H]1CN(C)S(C)(=O)=O,x,-19.5,-2.4,-39.3,x,15.5,-13.8,2.6
C[C@H]1CN([C@@H](C)CO)C(=O)Cc2cc(NC(=O)Nc3ccc4c(c3)OCO4)ccc2O[C@H]1CN(C)S(=O)(=O)c1ccc(Cl)cc1,-24.3,0.9,-1.1,8.2,58.4*,x,-2.9,1.7
O=S(=O)(c1ccc(Cl)cc1Cl)n1ccc2cccnc21,-13.0,-1.8,7.3,10.0,-13.1,2.1,x,-0.7
O=C(Nc1cnn(Cc2ccc(Cl)cc2Cl)c1)c1noc2c1CCCC2,-3.4,3.4,-2.5,-2.8,-13.9,-1.6,-2.9,0.9
O=C(O)CN1C(=O)C(=O)N(Cc2cccc(F)c2)C1=O,-2.0,0.3,1.0,-0.5,0.8,8.4,-1.5,1.5
O=c1cc(-c2ccc(C(F)(F)F)cc2)oc2ccccc12,-11.6,1.4,-1.7,-43.2,-20.9,-13.7,x,-1.5
CC(C)CNS(=O)(=O)c1cc(C(=O)OCC(=O)N2CCOCC2)c(Cl)cc1Cl,1.4,-5.7,-3.7,5.8,3.5,-9.1,4.5,1.6
CCOCCCNC(=O)C(NC(=O)C1CCC(=O)N1)c1ccc(C)cc1 (stereo unspecified),5.3,x,5.4,x,x,-12.3,-0.9,x
N#C/C(=C/c1ccc(CNS(=O)(=O)c2ccccc2)o1)C(N)=O,-2.1,x,1.1,1.2,x,6.6,17.9,x
Oc1c(C(c2ccccc2Cl)N2CCCC2)ccc2cccnc12 (stereo unspecified),2.3,-5.0,x,-1.7,25.6,49.4,9.4,2.5
Cc1ccn2c(=O)c(C(=O)NCCCN3CCCC3=O)c(O)nc2c1,2.0,-0.6,0.3,3.4,x,-2.9,-14.5,-3.8
Cc1ccccc1C(=O)NC(=S)NCCC1=CCCCC1,0.9,-1.1,x,7.1,-15.0,-16.2,-0.6,-9.3
C[C@@H]1CN([C@@H](C)CO)C(=O)c2cc(NC(=O)Nc3ccc4c(c3)OCO4)ccc2O[C@H]1CN(C)Cc1ccc(C(=O)Nc2ccccc2N)cc1,x,-0.6,x,30.7,x,6.6,5.9,2.2

# Sorted by length of the SMILES (falling): part of the list above.
Molecule,FN deposition inh,S100A4 MyoIIA,PglD DTNB,LGR2 antag,EWS-Fli inh,PAX8 reporter,PGC1a acetyl inh,ERAP1 inh
C[C@@H]1CN([C@@H](C)CO)C(=O)c2cc(NC(=O)Nc3ccc4c(c3)OCO4)ccc2O[C@H]1CN(C)Cc1ccc(C(=O)Nc2ccccc2N)cc1,x,-0.6,x,30.7,x,6.6,5.9,2.2
CCOCCCNC(=O)C(NC(=O)C1CCC(=O)N1)c1ccc(C)cc1 (stereo unspecified),5.3,x,5.4,x,x,-12.3,-0.9,x
Oc1c(C(c2ccccc2Cl)N2CCCC2)ccc2cccnc12 (stereo unspecified),2.3,-5.0,x,-1.7,25.6,49.4,9.4,2.5

# Other records:
Molecule,FN deposition inh,S100A4 MyoIIA,PglD DTNB,LGR2 antag,EWS-Fli inh,PAX8 reporter,PGC1a acetyl inh,ERAP1 inh
COCCCN1C(=O)C(CC(=O)NC2CC2)CC(C(=O)N(C(C)C)C(C)C)=C1C (stereo unspecified),0.4,0.3,-1.9,1.0,-2.9,-1.0,4.3,-1.7
CO[C@H]1CN(C)C(=O)c2ccc(NC(=O)Nc3c(C)noc3C)cc2OC[C@H](C)N(C)C[C@H]1C,x,-15.9,1.4,-13.7,-2.8,x,4.1,-0.2
O=S(=O)(Cc1ccccc1)NCC[C@@H]1CC[C@H](NS(=O)(=O)c2ccccc2)[C@@H](CO)O1,x,-25.5,-0.8,1.9,5.1,5.3,7.5,-3.4
C[C@@H]1CN([C@@H](C)CO)C(=O)c2c(c3ccccc3n2C)-c2ccccc2CO[C@@H]1CN(C)S(=O)(=O)c1ccc(C(F)(F)F)cc1,5.6,0.0,x,u,8.6,96.8*,x,-0.2
CCCCCC1C(=O)C[C@@H]2CCN3C(=O)CCC[C@H]1[C@H]23 (stereo partly specified),-2.4,0.9,-4.2,-11.0,-0.3,7.7,-6.4,-1.2
Cn1c(SCC2CCCO2)nnc1-c1ccc([N+](=O)[O-])cc1 (stereo unspecified),-4.6,2.7,x,x,-2.8,-5.0,x,-4.7
CCCCOc1ccc(C2C(C(=O)c3cccs3)=C(O)C(=O)N2CCN2CCOCC2)cc1 (stereo unspecified),1.4,-1.9,4.5,-4.9,4.0,1.2,x,1.7
CCOP(=O)(OCC)C(NC(=O)Nc1c(C)cc(C)cc1C)c1ccccc1 (stereo unspecified),x,-0.6,2.2,8.5,-7.6,7.1,1.6,3.4
Cc1ccc(Cl)cc1-c1cc(C(=O)Nc2ccc(F)cc2)[nH]n1,-4.7,2.3,-0.1,-45.9,-95.5,-101.9,-3.1,-2.9
Cc1cc(/C=N/n2cnnc2)c(C)n1-c1ccc2ncccc2c1,9.8,-5.4,-3.3,7.4,12.5,-10.7,1.0,4.8
Cc1ccc(NC(=O)c2noc3c2CCC3)cc1C,-6.7,-0.4,x,10.3,5.0,-79.3,-9.6,-3.6
C(=NN=C1c2ccccc2-c2ccccc21)c1c[nH]c2ccccc12,4.5,-4.4,x,-28.9,-44.3,-34.0,x,0.5
COC(=O)C1=C(C)NC(=O)/C1=C\c1cc(C)n(-c2ccccc2F)c1C,x,-6.9,x,3.8,-66.2,-24.8,x,8.4
Cc1ccccc1-n1nc(CSc2nc3ccccc3[nH]2)c(-c2ccccc2)c1N,-2.3,-2.7,x,x,4.3,7.5,x,1.3
O=[N+]([O-])c1cc(C(F)(F)F)ccc1NCCc1c[nH]c2ccc(O)cc12,-8.4,x,-3.4,-15.1,x,x,-7.4,x
COc1cc(NC(=O)C2CCN(S(=O)(=O)c3cccs3)CC2)c(C(=O)O)cc1OC,-21.3,-4.9,4.5,3.2,3.9,-4.1,-4.6,1.5
Nc1nnnn1/N=C/c1cc(Br)ccc1O,-11.6,-1.0,2.2,-1.0,5.8,12.2,8.2,-3.8
NC(=O)[C@@H]1CCCN1C(=O)c1ccc2nc(Cc3cccc(Cl)c3)oc2c1,3.6,0.0,-2.6,5.4,0.0,-3.5,5.5,0.2
CCOc1cccc(CNCCO)c1OCc1ccc(Cl)cc1,4.5,18.3,2.5,6.3,-3.8,8.9,1.1,4.3
CCOc1ccc(C(=O)Nc2ccc(-c3cc4ccccc4oc3=O)c(C)c2)cc1[N+](=O)[O-],-6.2,-1.4,x,19.7,3.6,30.8,x,-0.3
CC1CCN(C(=S)Nc2ccc3nc4n(c(=O)c3c2)CCCCC4)CC1,-2.0,x,1.0,6.2,x,-13.5,2.3,x
Cc1c(-c2ccccc2)[n+](=O)c(-c2ccc(Br)cc2)c(C)n1[O-],2.8,-3.6,-2.3,-8.7,0.9,5.2,18.0,-2.0
CSc1ccccc1C(=O)Nc1c(C)cccc1C,-12.6,-2.5,3.4,3.3,-3.5,3.0,0.6,5.9
N#Cc1cccc(-c2ccc([C@H]3[C@H](CO)N4CCCCN(S(=O)(=O)c5ccccc5)C[C@@H]34)cc2)c1,x,9.0,-2.3,-13.2,10.1,-11.2,1.8,-0.6
C[C@H]1CCCCO[C@@H](CN(C)CC2CCCCC2)[C@@H](C)CN([C@@H](C)CO)C(=O)c2cc(NS(=O)(=O)c3cccs3)ccc2O1,x,1.6,4.7,9.0,2.6,-4.3,0.6,-5.6
CCCC(=O)N1CCN(Cc2ccc3c(c2)OCO3)CC1,2.4,x,-8.7,-22.6,x,-5.0,12.9,x
Nc1cccc(OCCCCCOc2cccc(N)c2)c1,1.5,-4.1,1.0,x,4.3,-14.9,7.1,-4.3
Cc1ccc(-n2nnnc2Sc2ccc(S(=O)(=O)NCCN(C)C)cc2[N+](=O)[O-])cc1,18.3,6.3,1.7,x,u,u,-3.0,8.7
N#Cc1ccsc1NC(=O)CN1CCN(S(=O)(=O)c2ccccc2C(F)(F)F)CC1,1.9,5.3,x,1.1,-18.5,0.6,x,0.3
NC(=O)C1C2CCC(C2)C1C(N)=O (stereo unspecified),1.0,-1.4,0.0,9.4,4.4,-5.3,x,2.9
Cc1ccc(C2(C)NC(=O)N(CC(=O)N3CC(=O)Nc4ccccc43)C2=O)cc1 (stereo unspecified),1.4,-10.9,-4.6,-10.9,-7.4,-3.5,24.6,0.3
Cn1c(=O)c2c(nc(Oc3ccccc3N)n2C)n(C)c1=O,-9.9,-1.9,5.6,1.8,1.8,16.2,x,2.8
CCC(CC)NC(=O)Nc1ccc(F)c(Cl)c1,2.7,1.0,x,-9.5,-4.7,0.0,x,-1.5
Cc1cc(-c2nnc(SCC(=O)Nc3ccccc3F)n2N)n[nH]1,-9.2,4.6,1.8,-10.6,-0.3,7.6,4.7,-0.8
CS(=O)(=O)N(CC(=O)N1CCN(Cc2ccc3c(c2)OCO3)CC1)Cc1ccc(Cl)cc1,8.2,x,-3.6,20.4,x,x,-2.7,x
C[C@@H]1COC(=O)[C@H](CC(=O)OC(C)(C)C)C/C=C\C[C@H](CC(=O)NCCO)C(=O)N1,-19.9,3.6,1.9,-2.0,-8.6,-6.6,0.5,-1.6
Cc1cc(C)c2cc(C(=O)Nc3ccccc3)[nH]c2c1,-4.6,-2.5,3.9,x,-169.2,-119.0,-18.5,-4.2
COc1ccc(C(=O)NCC2CCCO2)cc1OC (stereo unspecified),1.6,1.5,x,9.2,7.9,-0.6,-3.2,x
Nc1c(N(Cc2ccco2)C(=O)COc2ccccc2Cl)c(=O)[nH]c(=O)n1Cc1ccccc1,-6.3,-2.8,-5.1,-2.2,0.0,5.7,-0.4,-2.1
CSc1ccccc1NC(=O)CN(C)C(C)C(=O)NC(=O)NC1CCCCC1 (stereo unspecified),x,-5.3,x,0.3,5.9,9.3,-3.3,-0.8
COc1ccccc1C(C#N)c1cccc(Cl)n1 (stereo unspecified),-6.7,-0.8,1.0,12.1,-0.3,2.6,-0.3,-0.4
Cc1cc(OCC(=O)N2CCN(c3ccccn3)CC2)c(C)cc1Br,3.5,-2.6,-0.4,8.3,x,x,0.2,0.8

# The order is random (roughly 2.1% active in at least one column).
